PglD inh: blocks C. jejuni PglD acetyltransferase activity. AID 602405. actives 0.098% (n = 360,000). inhibition, % at 12.5 µM. purified PglD enzyme, DTNB colorimetric CoA detection; in the data active means inhibition above about 16%, passing the limit was not always enough; further: strong numbers were not always called active
PGC1a acetyl inh: modulators of PGC1a acetylation. U2OS PGC1a acetylation, AlphaScreen anti-acetyl-lysine; with virally co-expressed GCN5 acetyltransferase. actives 0.17% (n = 350,000). inhibition, % at 15.6 µM. AID 651687;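 active means every replicate shows inhibition of at least 40%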;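 further: 0% = neutral control wells and 100% = positive control wells; some results beyond the cut were filed as inactive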
FN deposition inh: fibronectin deposition inhibition | AH1F fibroblasts, Alexa488-fibronectin deposition fluorescence, overnight | inhibition, % at 12.6 µM | actives 0.086% (n = 350,000) | AID 743247;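 active means mean inhibition across replicates of 30% or more, regardless of how many single replicates reach that level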;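 further: positive control wells lacked labelled fibronectin entirely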
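Assay system: AH1F fibroblast monolayer, labelled fibronectin deposition. Amount: 10000 cells per well. Also added: labelled fibronectin 24 nM. Compound: single-point pinned compound. Incubation: cell attachment 1 h, compound and FN exposure overnight. Detection: fluorescence after three HBSS washes, excitation 485 nm, emission 525 nm. Read-out: inhibition of fibronectin deposition signal.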
LGR2 antag: Drosophila LGR2 receptor signaling inhibition; inhibition, % at 9.99 µM; actives 0.35% (n = 380,000); HEK293 LGR2, CRE-luciferase, bursicon-stimulated, 4 h;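 active means drop in luminescence signal, shown as inhibition above about 50% in the replicate tests, limit read from the data, passing the limit was not always enough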;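 further: agonist challenge used bursicon conditioned medium at about half maximal strength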
PAX8 reporter: inhibitors of PAX8 transcriptional activity in RMG-I cells; RMG-I TPO-luciferase reporter, SteadyGlo, 24 h; inhibition, % at 12.6 µM; actives 1.2% (n = 360,000); AID 652154;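 active means mean replicate inhibition at least 60% with every replicate also reaching 60%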;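 further: luciferase light reporting Pax8 driven TPO promoter activity; plate controls were median of neutral control wells for no effect and mitoxantrone controls for full effect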
ERAP1 inh: inhibitors of human ERAP1 aminopeptidase; Q9NZ08; recombinant ERAP1, Leu-AMC fluorescence, 60 min; inhibition, % at 10.7 µM; actives 0.15% (n = 340,000); AID 652197;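 active means mean replicate inhibition of at least 30%, or all replicates individually reaching that 30% level; inactive means mean below 30% and not every replicate reaching it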;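 further: 0% = neutral control wells and 100% = L-leucinethiol positive control wells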
Target sequence (Q9NZ08 whole entry, looked up): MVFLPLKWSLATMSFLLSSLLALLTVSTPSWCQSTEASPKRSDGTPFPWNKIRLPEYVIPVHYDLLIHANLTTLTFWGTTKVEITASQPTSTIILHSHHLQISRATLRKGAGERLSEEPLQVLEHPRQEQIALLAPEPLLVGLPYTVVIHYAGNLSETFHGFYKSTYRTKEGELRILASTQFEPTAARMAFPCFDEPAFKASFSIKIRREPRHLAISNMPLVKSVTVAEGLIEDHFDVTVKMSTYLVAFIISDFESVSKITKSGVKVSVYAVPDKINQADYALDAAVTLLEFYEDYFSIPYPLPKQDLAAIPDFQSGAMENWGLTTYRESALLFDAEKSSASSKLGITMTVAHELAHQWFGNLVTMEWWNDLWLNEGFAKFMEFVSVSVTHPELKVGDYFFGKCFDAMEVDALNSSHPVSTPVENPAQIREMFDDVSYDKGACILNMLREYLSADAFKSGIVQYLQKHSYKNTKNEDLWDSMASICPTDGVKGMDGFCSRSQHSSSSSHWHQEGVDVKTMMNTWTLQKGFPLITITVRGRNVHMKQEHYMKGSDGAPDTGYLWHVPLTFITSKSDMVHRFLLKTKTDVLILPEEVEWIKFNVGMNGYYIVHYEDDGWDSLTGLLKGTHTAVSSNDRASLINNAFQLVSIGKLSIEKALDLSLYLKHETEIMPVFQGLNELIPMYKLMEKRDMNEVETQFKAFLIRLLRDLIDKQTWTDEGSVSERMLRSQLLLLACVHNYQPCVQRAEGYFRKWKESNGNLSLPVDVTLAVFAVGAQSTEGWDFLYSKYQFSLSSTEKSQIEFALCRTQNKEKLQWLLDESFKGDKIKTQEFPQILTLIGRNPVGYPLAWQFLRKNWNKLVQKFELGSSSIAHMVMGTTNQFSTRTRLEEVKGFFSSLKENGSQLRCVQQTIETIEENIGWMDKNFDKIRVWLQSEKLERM
EWS-Fli block: EWS/Fli transcriptional activity inhibition; AID 651661; A673 NR0B1-luciferase reporter, viability-normalised; actives 0.67% (n = 350,000); inhibition, % at 12.6 µM;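 active means mean inhibition of at least 50% after viability correction, with every replicate also passing that limit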;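 further: firefly luciferase signal divided by Alamar Blue viability fluorescence both relative to DMSO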
S100A4 inh HTS: S100A4-myosin IIA interaction inhibition; P26447; S100A4/TAMRA-MyoIIA peptide fluorescence polarization; inhibition, % at 10.7 µM; actives 0.14% (n = 360,000);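 active means mean inhibition of at least 70% across replicates, with every replicate also reaching that level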
Target sequence (P26447 whole entry, looked up): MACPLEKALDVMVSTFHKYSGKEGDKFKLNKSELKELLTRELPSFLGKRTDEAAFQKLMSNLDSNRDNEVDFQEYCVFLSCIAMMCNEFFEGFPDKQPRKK
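Test system: S100A4 monomer protein; Medium: HEPES pH 7.2 with CaCl2, KCl, NaCl, DTT, Triton; Probe or stimulus: TAMRA-labelled myosin IIA heavy-chain peptide probe, 5 nM; Doses: one dose per compound; Times: polarization read 5 min after assay mix addition, stable 5–60 min; Benchmarks: neutral control DMSO, positive control TFP.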
* marks the source's active call; other numbers are inactive results; · = no result given.

SMILES | PglD inh | PGC1a acetyl inh | FN deposition inh | LGR2 antag | PAX8 reporter | ERAP1 inh | EWS-Fli block | S100A4 inh HTS
Nc1ccc2c(=O)[nH][nH]c(=O)c2c1 | -1 | -4 | 5 | 8 | -13 | 5 | 6 | -2
Cc1ccc2nc(SCc3ccc([N+](=O)[O-])cc3)[nH]c2c1 | -5 | 9 | 6 | -13 | · | · | · | ·
CC(C)NC(=O)N1[C@H](C(=O)N2CCOCC2)[C@@H](CO)[C@@H]2Cn3c(ccc(-c4ccc(F)cc4)c3=O)[C@@H]21 | 6 | · | · | 8 | · | 3 | 3 | -9
CSc1ccccc1OCc1cc(C(=O)NCCCn2nc(C)cc2C)no1 | 3 | · | 7 | -7 | -18 | 5 | -8 | 7
CN(C)C(=O)c1cccc(-c2ccc([C@H]3[C@@H](CO)N4CCCCN(C(=O)C5CCCC5)C[C@@H]34)cc2)c1 | 2 | -3 | · | · | -7 | 3 | -8 | 4
C[C@@H]1CCCCO[C@H](CN(C)C(=O)Nc2cccc3ccccc23)[C@@H](C)CN([C@@H](C)CO)C(=O)c2cc(NC(=O)c3ccncc3)ccc2O1 | 0 | -3 | · | 19 | 33 | -5 | -27 | -11
Cc1ccc(/C=N/NC(=O)c2c(C)nc3ccc(Cl)cn23)cc1 | · | · | 1 | 19 | 2 | 6 | 16 | -1
COC(=O)c1cc(Cl)c(NC(=O)c2ccc(F)cc2)cc1OC | · | · | 3 | -9 | 10 | -1 | 7 | 1
O=C(c1ccc(S(=O)(=O)c2ccc(Cl)cc2)cc1)N1CCOCC1 | · | -5 | -7 | -9 | 7 | -1 | 10 | 6
CCn1cc(S(=O)(=O)N2CCCC2)cn1 | -1 | 3 | · | -7 | 7 | -1 | 1 | -7
CN(CC(=O)NC1CC1)S(=O)(=O)c1ccc(F)cc1 | -2 | 0 | 0 | -5 | -25 | 0 | -8 | -2
CN(C)CC(=O)Nc1ccc2c(c1)[C@H]1C[C@@H](CC(=O)NCCc3ccccc3)O[C@H](CO)[C@H]1O2 | 1 | 6 | · | 16 | 2 | 1 | -6 | 6
COC(=O)[C@H]1C[C@H](OC(=O)Nc2cccs2)[C@@]2(O)CN(S(=O)(=O)c3ccc(C)cc3)CC2[C@H]1C(=O)OC (stereo partly specified) | 1 | 5 | 0 | 17 | 24 | 2 | 6 | 26
COc1ccccc1S(=O)(=O)N[C@H]1CC[C@@H](CCNC(=O)C2CCCC2)O[C@@H]1CO | -1 | 2 | -5 | -15 | -6 | 3 | 2 | 12
Cc1ccc(S(=O)(=O)N2CCOCC2)cc1NC(=O)Cn1nnc(-c2ccccc2)n1 | -3 | -12 | · | 14 | -7 | -2 | 2 | -4
O=C1CCCCC1 | -2 | 2 | · | -9 | · | -7 | -2 | 3
O=C(CCCn1c(=S)[nH]c2ccccc2c1=O)N1CCCCC1 | 1 | 2 | -3 | · | -22 | · | · | ·
O=C(C[C@H]1C=C[C@@H](NS(=O)(=O)c2ccccc2)[C@H](CO)O1)NCc1ccc(Cl)c(Cl)c1 | -5 | 6 | · | 2 | 17 | -1 | -3 | 6
COC(=O)C(C)Sc1nc2c(c(=O)n1-c1ccccc1)SCC2 (stereo unspecified) | 1 | -9 | -1 | · | 14 | · | · | ·
CCOc1ccc(CCNC(=O)c2cccnc2N2CCCC2)cc1OCC | -2 | · | · | -2 | · | 2 | · | -1

The final 6 records of the section above come first, to join the parts.
SMILES | PglD inh | PGC1a acetyl inh | FN deposition inh | LGR2 antag | PAX8 reporter | ERAP1 inh | EWS-Fli block | S100A4 inh HTS
Cc1ccc(S(=O)(=O)N2CCOCC2)cc1NC(=O)Cn1nnc(-c2ccccc2)n1 | -3 | -12 | · | 14 | -7 | -2 | 2 | -4
O=C1CCCCC1 | -2 | 2 | · | -9 | · | -7 | -2 | 3
O=C(CCCn1c(=S)[nH]c2ccccc2c1=O)N1CCCCC1 | 1 | 2 | -3 | · | -22 | · | · | ·
O=C(C[C@H]1C=C[C@@H](NS(=O)(=O)c2ccccc2)[C@H](CO)O1)NCc1ccc(Cl)c(Cl)c1 | -5 | 6 | · | 2 | 17 | -1 | -3 | 6
COC(=O)C(C)Sc1nc2c(c(=O)n1-c1ccccc1)SCC2 (stereo unspecified) | 1 | -9 | -1 | · | 14 | · | · | ·
CCOc1ccc(CCNC(=O)c2cccnc2N2CCCC2)cc1OCC | -2 | · | · | -2 | · | 2 | · | -1
O=C(O)Cn1c(=O)c2c3c(sc2n(Cc2ccc(Cl)cc2Cl)c1=O)CCCC3 | · | · | -7 | -19 | -7 | 4 | -5 | -4
O=C1C(=Cc2cccc(F)c2)Cc2ccccc21 | · | · | -5 | -24 | -51 | 11 | -37 | -2
Cc1noc(C)c1NC(=O)Nc1ccc2c(c1)C(=O)N([C@H](C)CO)C[C@H](C)[C@H](CN(C)C(=O)NC(C)C)OCCCC[C@@H](C)O2 | -1 | 7 | -1 | -19 | -15 | -1 | -6 | 7
Nc1ncnc2c1ncn2[C@@H]1O[C@H](COP(=O)(O)OP(=O)(O)OP(=O)(O)O)[C@@H](O)[C@H]1O | 8 | -9 | -1 | -9 | -21 | 1 | -9 | -2
COc1ccc(C(O)c2nc(-c3cccc(C(F)(F)F)c3)cs2)cc1 (stereo unspecified) | 0 | · | -5 | -25 | 2 | 4 | -5 | 5
COc1ccc(S(=O)(=O)N(CCC(=O)O)Cc2ccccc2)cc1 | 2 | 10 | 2 | 8 | 26 | 2 | 4 | -1
O=C(Nc1cccc(Cl)c1)C1CCCCC1 | -2 | · | 13 | -4 | -10 | 3 | -19 | 2
CC(C)N1CCC1(C)C(=O)Nc1cc(-c2ccccc2)nn1C (stereo unspecified) | 5 | 0 | 5 | 2 | -2 | -9 | -1 | -8
Cc1ccc2[nH]c3nc(N/N=C/c4cccc(O)c4)nnc3c2c1 | -2 | 13 | -1 | 1 | 2 | 3 | -17 | 1
COCC(=O)N[C@H]1C[C@@H]2O[C@H](CO)CC[C@@H]2O[C@@H]1CCc1ccc(-c2ccccc2)cc1 | · | 1 | · | · | -34 | 5 | -1 | 6
CO[C@@H]1CN(C)C(=O)c2ccc(NC(=O)NC(C)C)cc2OC[C@H](C)N(C(=O)CC2CC2)C[C@H]1C | 1 | 11 | -8 | 12 | -6 | -7 | -14 | 9
CCOc1cccc2cc(C(N)=O)c(=N)oc12 | 3 | 2 | 2 | 0 | 2 | -4 | -4 | -1
Cc1nc2ccccc2nc(C)c1=NOCc1cccc(F)c1 | · | · | · | -14 | 19 | 1 | -1 | 12
CC(=O)N1[C@@H]2c3ccc(C4=CCCC4)c(=O)n3C[C@H]1[C@H](CO)[C@H]2C(=O)NC1CCCC1 | · | -3 | · | 1 | · | 0 | -4 | -13
O=C(Nc1ccccc1)N1CCCCN2[C@H](CO)[C@H](c3ccc(-c4ccccc4)cc3)[C@H]2C1 | -1 | -26 | · | -1 | 27 | 0 | 19 | 15
C[C@@H]1CN([C@@H](C)CO)C(=O)c2cccc(NC(=O)c3cnccn3)c2O[C@H]1CN(C)S(=O)(=O)c1ccccc1 | · | 8 | · | 0 | -7 | · | -8 | ·
C[C@@H]1CN([C@@H](C)CO)C(=O)Cc2cc(NC(=O)CCCCCC(=O)Nc3ccccc3N)ccc2O[C@H]1CN(C)CC1CC1 | · | 9 | · | -1 | 6 | 2 | 2 | 3
CCOc1ccc(CNC(=O)CCCN2C(=O)C(c3ccccc3)Oc3cccnc32)cc1 (stereo unspecified) | -3 | -1 | 6 | 5 | 8 | 1 | 0 | -4
CCn1cc(S(=O)(=O)c2ccc(Cl)cc2)c(=O)c2cc(OC)ccc21 | -3 | 9 | -6 | -4 | -2 | 1 | · | -11
COC/C=C/C1=CC2=CC(=O)C(C)(OC(=O)c3cnc4ccccc4n3)C(=O)C2=CN1CCN1CCOCC1 (stereo unspecified) | 2 | · | -2 | 12 | 0 | 2 | -3 | 3

Sorted by SMILES length (falling): some entries from above.
SMILES | PglD inh | PGC1a acetyl inh | FN deposition inh | LGR2 antag | PAX8 reporter | ERAP1 inh | EWS-Fli block | S100A4 inh HTS
CC(=O)N1[C@@H]2c3ccc(C4=CCCC4)c(=O)n3C[C@H]1[C@H](CO)[C@H]2C(=O)NC1CCCC1 | · | -3 | · | 1 | · | 0 | -4 | -13
O=C(Nc1ccccc1)N1CCCCN2[C@H](CO)[C@H](c3ccc(-c4ccccc4)cc3)[C@H]2C1 | -1 | -26 | · | -1 | 27 | 0 | 19 | 15
CCOc1ccc(CNC(=O)CCCN2C(=O)C(c3ccccc3)Oc3cccnc32)cc1 (stereo unspecified) | -3 | -1 | 6 | 5 | 8 | 1 | 0 | -4

Later entries:
SMILES | PglD inh | PGC1a acetyl inh | FN deposition inh | LGR2 antag | PAX8 reporter | ERAP1 inh | EWS-Fli block | S100A4 inh HTS
CCOC(=O)c1c(NC(=O)CN2C(=O)C(=O)N(C(C)C)C2=O)sc(C)c1CC | 2 | -2 | -2 | 8 | -7 | 1 | -1 | 11
COC(=O)[C@]12C[C@H](CC(=O)N3CCN(C(=O)C4CC4)CC3)C(=O)N(Cc3ccc4c(c3)OCO4)C1=C[C@H](COCc1ccccc1)O[C@@H]2C | · | · | 5 | -4 | 19 | 6 | 5 | 3
CC1(C(=O)NC2CCCC2)CCC(=O)N1CCCn1ccnc1 (stereo unspecified) | 3 | 10 | 6 | -6 | 2 | -1 | -10 | -2
COc1ccccc1C(=O)NC(=S)NC12CC3CC(CC(C3)C1)C2 | -11 | · | -1 | 18 | 1 | -2 | · | 3
NC(=O)COC(=O)c1ccccc1Oc1ccccc1 | · | · | 5 | 0 | 6 | · | -7 | 3
CN(CCC#N)c1ccc(/C=C(\C#N)c2ccccn2)cc1 | -13 | 7 | 1 | 73* | -65 | 0 | 39 | 1
Cc1ccc(C(=Cc2ccc([N+](=O)[O-])cc2)C(=O)O)cc1 | · | · | · | -58 | -9 | 6 | -3 | 7
Cc1ccsc1C1C(C#N)=C(N)Oc2n[nH]c(C)c21 (stereo unspecified) | -2 | 6 | · | 9 | 12 | -1 | 1 | 0
CN1C(=O)c2cc(NC(=O)C3CCCC3)ccc2OC[C@H]2O[C@H](CC(=O)O)CC[C@@H]21 | 7 | -1 | -1 | -7 | -8 | -1 | -4 | 5
Cc1ccc(S(=O)(=O)Nc2ccc3c(c2)C(=O)N([C@@H](C)CO)C[C@@H](C)[C@H](CN(C)C(=O)NC(C)C)OCCCC[C@H](C)O3)cc1 | 1 | -17 | -9 | 6 | 13 | -4 | -5 | -3
CCC(CC)N=C1NS(=O)(=O)c2cc([N+](=O)[O-])ccc21 | · | 37 | -1 | 9 | 13 | 2 | 6 | 4
Cc1ccsc1C(=O)OCC(=O)N(C)c1c(N)n(Cc2ccccc2)c(=O)[nH]c1=O | -6 | 3 | 2 | 6 | · | -2 | -2 | -3
